Screening results: PubChem BioAssay, National Center for Advancing Translational Sciences (NCATS)
MBNL1-CUG inh = blocks human MBNL1 binding to CUG repeat RNA; AID 2675; TR-FRET MBNL1-His/biotin-(CUG)12 binding, 665/545 ratio; Q9NR56; 280,000 compounds, 0.036% hits; Potency, µM (top dose mostly 57.5 µM), for inactives: at the top dose activity change, negative = inhibition, actives largely listed as inhibitors; active = well fitted inhibition curve with a large enough effect in the signal ratio, with a control signal flat, not every such curve was filed as active; inconclusive = small, poorly fitted or top-dose-only effect, or effect the other way, or a change in a side signal; inactive = no such curve, though single readings can be large or run the other way; the % refers to the signal ratio; also: potency is read from the fitted curve at half-maximal effect; % is scaled to controls: 0 for no effect and ±100 for the full control effect
Target sequence (Q9NR56 whole entry, looked up): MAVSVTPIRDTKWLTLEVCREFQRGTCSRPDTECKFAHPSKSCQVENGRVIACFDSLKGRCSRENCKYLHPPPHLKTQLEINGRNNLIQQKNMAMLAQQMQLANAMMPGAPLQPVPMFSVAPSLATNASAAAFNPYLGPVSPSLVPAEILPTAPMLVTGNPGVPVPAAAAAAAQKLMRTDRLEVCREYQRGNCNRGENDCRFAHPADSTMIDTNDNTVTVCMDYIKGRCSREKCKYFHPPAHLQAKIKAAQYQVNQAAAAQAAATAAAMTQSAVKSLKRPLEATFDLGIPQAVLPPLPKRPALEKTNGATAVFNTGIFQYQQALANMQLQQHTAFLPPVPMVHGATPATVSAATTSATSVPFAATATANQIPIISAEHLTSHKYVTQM
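Inhibition of protein-RNA binding appears as loss of TR-FRET between terbium anti-His antibody on MBNL1-His and streptavidin-XL665 on biotin-(CUG)12. Activity is normalized to buffer-only and uninhibited-complex controls.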
ASM inhibitor = inhibitors of human secretory acid sphingomyelinase; P17405; placental ASM, HMU-PC fluorogenic substrate, 60 min; Potency, µM (doses to about 57.5 µM), for inactives: top-dose activity change, negative = inhibition, actives largely listed as inhibitors; 340,000 compounds, 0.006% hits; also: potency is read from the fitted curve at half-maximal effect
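HMU-PC0 cleavage (9 uM final) by human placental ASM, 60 min at 37 °C following 10 min compound exposure at RT; stopped at pH 10, fluorescence Ex 386/Em 447 nm.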
TCR act = T cell receptor activation | primary human leukocytes, anti-CD3, IL-2 HTRF, 48 h | Potency, µM (top dose mostly 9.22 µM), inactives show at the highest dose activation of IL-2 secretion, usual class: activators | 330,000 tested, under 10 active | AID 504894; also: % of control where 0% means no effect
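Compounds are tested in HTS on primary human leukocytes co-incubated with a-CD3 beads for 48 hr. IL-2 output is measured by time-resolved FRET.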
PTAP TSG101 blk = blocks PTAP/TSG101 interaction to inhibit HIV-1 budding; Fluorescence polarization, FITC-PTAP peptide / Tsg101 binding; Potency, µM (highest dose often 115 µM), inactives show top-dose activity change, negative = inhibition, hits mostly inhibitors; 340,000 tested, under 10 active; AID 493005; active = well fitted inhibition curve with a large enough effect in the main read-out, with a control signal flat, not every such curve was filed as active; inconclusive = small, poorly fitted or top-dose-only effect, or effect the other way, or a change in a side signal; inactive = no such curve, though single readings can be large or run the other way; also: potency is read from the fitted curve at half-maximal effect; % of control where 0% means no effect
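Tsg101 binding domain (10 uM final) was mixed with compound and a FITC-labeled PTAP peptide (50 nM final) in HEPES pH 7.5 buffer with NaCl, Tween 20, EDTA and TCEP; fluorescence polarization was read after 20 min at r.t.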
TSHR antagonist = human thyrotropin receptor antagonism | P16473 | TSHR-expressing cells, TSH-stimulated cAMP HTRF, 2 h; hits give low values | activity change, negative = inhibition, % at 11.5 µM | 330,000 compounds, 0.2% hits | AID 504810;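 active = activity change below a set negative limit, meaning inhibition stronger than a set level, cut at about -70% in these data; inconclusive = activity change between two set negative limits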; also: % is scaled to controls: 0 for no effect and ±100 for the full control effect
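Read-out is FRET at 665 nm (cryptate excitation 337 nm) from a cryptate-tagged anti-cAMP antibody, competed by cell cAMP against cAMP-d2. Compounds are tested on freshly harvested TSHR cells challenged with 4nM TSH (EC80) for 2 hours at 37 deg C.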
Mito fusion act = mitochondrial division inhibition or fusion activation; S. cerevisiae fusion-defective mutant growth rescue, CellTiterGlo 48 h; 320,000 compounds, 0.23% hits; AID 485298; Potency, µM (series often up to 46.1 µM), for inactives: at the top dose growth rescue (activation), hits mostly activators;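 also: potency is read from the fitted curve at half-maximal effect; % of control where 0% means no effect; nearly all actives have a fitted effect of over 45% in size; temperature-sensitive fusion mutants such as fzo1-1 at 37 °C on non-fermentable ethanol glycerol medium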
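Luminescent cell viability in 1536-well qHTS format served as the measure of rescued growth in ts fusion-mutant S. cerevisiae cultured on non-fermentable YPEG for 48 hours at 37C.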
AT treatment = potential ataxia-telangiectasia treatment | 320,000 compounds, 0.19% hits | AID 485349 | […] A-T fibroblasts, KAP-1 phosphorylation AlphaLISA; neocarzinostatin DNA damage 30 min before lysis | Potency, µM (highest dose often 57.5 µM), for the others: top-dose activation, usual class: activators; also: potency is read from the fitted curve at half-maximal effect; % of control where 0% means no effect; nearly all actives have a fitted effect of over 45% in size
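hTERT-immortalized A-T patient fibroblasts ([…]), 500 cells/well in OPTI-MEM, 1% FBS, got compounds for 60 min, then NCS for 30 min at 37C. Lysates were then assayed for phospho-KAP-1 by AlphaLISA (anti-pKAP1 donor, anti-KAP1 acceptor beads), 6 hr at 25C.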
MLL CXXC-DNA inh = inhibitors of human MLL CXXC domain-DNA interaction. Q03164. AID 2662. MLL-CXXC / FITC-HOXA9 DNA fluorescence polarization. Potency, µM (highest dose often 115 µM), without a hit: at the highest dose activity change, negative = inhibition, hits mostly inhibitors. 290,000 compounds, 0.037% hits; active = well fitted inhibition curve with a large enough effect in the polarisation, with a control signal flat, not every such curve was filed as active; inconclusive = small, poorly fitted or top-dose-only effect, or effect the other way, or a change in a side signal; inactive = no such curve, though single readings can be large or run the other way; the % refers to the polarisation; also: potency is read from the fitted curve at half-maximal effect
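Steps: dispense CXXC domain solution (7 uM) → pin compounds or unlabeled HOX-A9 DNA control → 5 min ambient → add FLSN-HOX-A9 solution (50 nM) → spin → 30 min ambient → fluorescence polarization. Tris pH 7.5/NaCl/DTT/BSA buffer.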
Menin MLL FP TR = displaces Texas Red mutant MLL peptide from human menin; Menin + Texas Red MLL mutant peptide, fluorescence polarization; Potency, µM (highest dose often 61.6 µM), for the others: at the top dose FP activity change, negative = inhibition, most hits filed as inhibitors; 270,000 compounds, 0.23% hits; O00255; active = well fitted inhibition curve with a large enough effect in the polarisation, with a control signal flat, not every such curve was filed as active; inconclusive = small, poorly fitted or top-dose-only effect, or effect the other way, or a change in a side signal; inactive = no such curve, though single readings can be large or run the other way; the % refers to the polarisation; also: potency is read from the fitted curve at half-maximal effect; % of control where 0% means no effect; many of its hits are not listed in these tables
Target sequence (O00255 whole entry, looked up): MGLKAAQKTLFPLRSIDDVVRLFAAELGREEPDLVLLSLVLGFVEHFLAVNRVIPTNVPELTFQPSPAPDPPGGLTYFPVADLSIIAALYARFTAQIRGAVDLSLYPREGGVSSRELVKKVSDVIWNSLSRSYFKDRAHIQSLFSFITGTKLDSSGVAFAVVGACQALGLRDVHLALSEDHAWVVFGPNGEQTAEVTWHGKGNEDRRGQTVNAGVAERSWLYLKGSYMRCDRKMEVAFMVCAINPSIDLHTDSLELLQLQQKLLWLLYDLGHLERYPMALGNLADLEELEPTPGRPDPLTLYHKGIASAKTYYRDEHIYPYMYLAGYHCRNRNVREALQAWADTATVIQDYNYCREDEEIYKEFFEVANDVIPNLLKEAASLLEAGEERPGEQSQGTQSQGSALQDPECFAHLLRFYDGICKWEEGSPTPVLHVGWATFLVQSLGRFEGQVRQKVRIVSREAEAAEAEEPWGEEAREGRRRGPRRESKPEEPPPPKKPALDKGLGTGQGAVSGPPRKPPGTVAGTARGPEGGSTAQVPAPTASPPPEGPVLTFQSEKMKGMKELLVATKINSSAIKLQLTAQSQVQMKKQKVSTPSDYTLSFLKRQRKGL
a7 integrin act = activates integrin-mediated alleviation for muscular dystrophy; alpha7betagal myoblasts, beta-gal FDG fluorescence, 48 h; Potency, µM (highest dose often 38.3 µM), inactives show at the highest dose activation, usual class: activators; 350,000 compounds, 0.064% hits; AID 624291;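 also: potency is read from the fitted curve at half-maximal effect; 100% = response of the positive control SU9516; nearly all actives have a fitted effect of over 60% in size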
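alpha7betagal+/- myoblasts (passage 13, 250/well) treated 48 h at 37C with compounds at 1:260 dilution of DMSO stock. Lysed, then beta-galactosidase activity read as FDG fluorescence (ex 480/em 540) after 30 min, with pre-read for autofluorescence.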
The depositor's hits bear a star; i = inactive; ? = inconclusive; nt = no result given; [ ] = remark or other dose. Unless noted, calls follow the shape of the dose curve; as a rule, active = well fitted curve in the direction sought with a large enough effect; inconclusive = small, poorly fitted or top-dose-only effect, or another doubt; inactive = no such curve, though single readings can be large; an effect the other way counts as inactive or inconclusive. Only part of the results is shown (hit frequency here may not be typical).

Molecule,AT treatment,MLL CXXC-DNA inh,a7 integrin act,ASM inhibitor,PTAP TSG101 blk,MBNL1-CUG inh,TCR act,TSHR antagonist,Mito fusion act,Menin MLL FP TR
CCC(Oc1ccccc1)C(=O)N(Cc1ccccc1)c1ccccn1 (stereo not drawn),8.3%,-4.1%,-20.2%,-0.2%,-0.8%,-4.8%,-1.8%[46.1 µM],70.0,6.9%,-8.6%
CCOC(=O)c1c(NC(=O)C(C)Sc2cn(C)c3ccccc23)sc2c1CCC2 (stereo not drawn),-10.7%,15.4%,-12.5%,-4.4%,-0.6%,1.7%,-0.4%,-0.8,13.4%,13.4%
CCOc1ccc(C(=O)Oc2cc(C)[nH]c(=O)c2[N+](=O)[O-])cc1,5.6%,32.7%[activator],17.1%,2.5%,0.5%,6.8%,-2.3%,-1.2,2.0%,-12.3%
O=C(Cn1c(-c2ccccc2Cl)nc2ccccc21)Nc1cccc(Cl)c1,5.6%,5.7%,-1.5%,0.1%,1.1%,-1.5%,-3.8%[46.1 µM],8.4,0.8%,8.6%
Cc1ccc(CN(C(=O)COc2ccc(C)c(C)c2)C2CCS(=O)(=O)C2)o1 (stereo not drawn),2.1%,6.0%,2.1%,3.1%,-5.7%,4.0%,-1.7%,-9.0,5.5%,-1.2%
O=C(COC(=O)C1CCN(S(=O)(=O)c2cccs2)CC1)Nc1ccc(F)cc1Cl,-2.9%,nt,19.3%,-3.0%,-1.4%,nt,3.3%,2.4,nt,nt
Cc1cccc(NC(=O)CSc2nnc(-c3ccncc3)n2C)c1,10.4%,0.2%,13.8%,1.1%,0.5%,-0.2%,1.8%,-1.3,-3.5%,-0.4%
C/C(=N\Nc1cc(N2CCCCC2)nc(C)n1)c1ccc(Br)cc1,3.0%,19.1%,-57.3%[inhibitor],-14.2%,-1.8%,2.0%,-1.0%,-4.3,-29.3%,?
CN(CC(=O)Nc1ccc(F)cc1)C(=O)c1ccncc1,4.5%,43.8%[activator],13.2%,4.1%,0.1%,-8.1%,1.1%,7.6,-0.3%,nt
Cc1ccccc1N(C(=O)c1snc(C(N)=O)c1N)C(C(=O)NC1CCCC1)c1ccco1 (stereo not drawn),3.6%,7.9%,4.6%,i,5.1%,14.9%,-1.7%,-15.7,-4.2%,-12.8%
CCC1(c2ccc(F)cc2)NC(=O)N(CC(=O)N2c3ccccc3CC2C)C1=O (stereo not drawn),-2.0%,nt,?,1.1%,-4.3%,nt,2.8%,32.4,3.1%,nt
COc1ccc(C(=O)O/N=C(\N)c2cccc(C)c2)cc1OC,2.2%,12.5%,10µM*,0.0%,-5.2%,-3.5%,-1.4%,-16.3,?,0.5%
O=C(O)Cc1ccc(NS(=O)(=O)c2ccc3ccccc3c2)cc1,-8.8%,8.1%,?,-1.7%,-4.1%,2.9%,-1.4%,-0.1,7.2%,-6.1%
COc1ccccc1N/C(=N/S(=O)(=O)c1ccc(C)cc1)c1ccccc1,4.1%,17.6%,-4.8%,1.8%,-3.9%,-19.8%,-7.1%[46.1 µM],8.5,5.4%,-11.5%
CCCCC1SC(N)=NC1=O (stereo not drawn),nt,nt,1.0%,-0.4%,-4.1%,nt,-2.2%,nt,nt,nt
OCCC1CN(Cc2cnc(N3CCCC3)s2)CCN1C1CCCC1 (stereo not drawn),2.1%,-4.4%,10.6%,-4.3%,-2.0%,-11.5%,1.6%,0.4,-0.6%,-1.9%
Cc1ccc(C2CN(CCC(N)=O)C(=O)CO2)cc1 (stereo not drawn),14.2%,nt,10.8%,0.3%,0.5%,nt,-0.9%,1.4,-1.8%,nt
CCOC(=O)c1sc(NCCNc2nc(C)c(C(=O)OCC)s2)nc1C,8.7%,-2.2%,14.2%,0.5%,-0.7%,-9.5%,-1.8%,-1.7,1.7%,-0.2%
O=C(CN(c1ccc(F)cc1)S(=O)(=O)c1ccc2c(c1)OCCO2)Nc1cccnc1,-1.5%,4.4%,5.0%,0.5%,-4.1%,-5.0%,-1.7%,nt,4.3%,9.4%
Cc1ccc(NC(=O)c2ccc(OC(F)(F)F)cc2)cc1S(=O)(=O)N(C)C,-11.1%,-3.3%,0.0%,-2.1%,-6.0%,2.0%,-0.4%[46.1 µM],-17.2,0.0%,60.4%[activator]
O=C(Cc1cccs1)Nc1nc(-c2ccc(F)cc2F)cs1,nt,-3.8%,20.9%,-4.5%,-1.7%,-0.2%,-1.0%,-43.1,5.7%,?
COc1cc(=O)[nH]c(SCC(=O)Nc2nc3c(s2)CCCC3)n1,-2.5%,3.1%,18.0%,3.0%,-5.6%,7.7%,0.4%,-9.2,-0.3%,1.4%
CC(C)c1ccc(OCC(=O)Nc2ccncc2)cc1,-5.6%,25.2%,6.2%,1.3%,-4.7%,0.1%,-16.5%,-26.0,-2.2%,1.2%
COc1ccc(NS(=O)(=O)N2CCCCC2)cc1,nt,nt,-9.5%,-0.6%,-5.7%,nt,-8.3%,nt,nt,nt
Cc1cc(-c2csc(N)n2)c(C)n1CCc1ccccc1,1.3%,?,-18.7%,-1.0%,-6.6%,5.0%,9.6%,-7.8,-0.3%,-11.7%
O=c1cc(O)c2ccccc2n1Cc1ccccc1F,-0.3%,12.6%,-29.2%,-3.2%,0.1%,-3.4%,-0.2%,-1.4,11.4%,nt
Cc1ccc2nc(NC(=O)c3cc(-c4ccco4)nc4ccccc34)sc2c1,-2.0%,8.6%,-27.5%,12.1%,-2.5%,-8.8%,5.4%[46.1 µM],-6.3,-6.3%,-11.0%
CC(/C=N/n1c(COc2ccccc2)n[nH]c1=S)=C\c1ccco1,-8.4%,4.3%,-4.6%,-2.2%,-0.5%,9.2%,1.1%,-14.0,26.5%,nt
COc1cc2ccccc2cc1C(=O)NC(=S)Nc1nnn(C)n1,-0.6%,0.5%,?,5.3%,0.9%,nt,-2.6%[46.1 µM],-12.9,-7.9%,-6.2%
CC(C)OC(=O)CC12CN(C)CC(CC(=O)OC(C)C)(CN(C)C1)C2=O,-3.7%,-6.1%,16.1%,3.0%,-2.3%,1.1%,1.8%,5.1,-0.2%,-28.6%
CSc1ccc(Cl)c(C(=O)N2CCOc3ccccc32)c1,4.3%,2.1%,-22.9%,2.4%,-3.4%,-4.3%,-7.4%,-7.4,-7.8%,-1.0%
CCCCNC(=O)CCc1nc2cccnc2n1Cc1ccc(OC)cc1,nt,7.0%,22.4%,4.1%,-3.5%,7.4%,8.6%,0.9,0.9%,6.8%
CCn1c(Sc2ccc([N+](=O)[O-])cn2)nnc1-c1ccco1,-4.0%[11.5 µM],7.1%,-61.9%[inhibitor],2.2%,-5.4%,?,-0.5%,18.5,1.0%,-11.9%
COc1cccc(CN2CCNC(=O)C2CC(=O)NCCCC2CCCC2)c1OC (stereo not drawn),5.8%,-2.1%,0.0%,0.9%,nt,5.4%,2.6%,-5.5,-0.4%,-21.0%
Cc1ccc(Cl)cc1NC(=O)COC(=O)c1ccccc1O,1.2%,-3.4%,0.0%,-1.8%,-12.3%,nt,2.6%,-11.5,-0.3%,nt
CCCCCCCC(=O)NNC(=O)CCC(=O)O,-3.0%,-5.9%,11.8%,2.9%,-8.1%,-2.3%,-7.3%,33.0,3.4%,19.6%
Cc1c(CC(=O)O)c(=O)oc2c(C)c(OCc3ccccc3)ccc12,-7.4%,22.0%,?,7.8%,-1.6%,0.2%,11.3%,-10.3,9.8%,-14.1%
O=C1CC(N2CCN(c3cccc(C(F)(F)F)c3)CC2)C(=O)N1c1ccccc1 (stereo not drawn),0.5%,-2.8%,5.8%,1.0%,-11.2%,-1.2%,-4.7%,-0.7,-2.4%,22.6%
O=C(NCCc1c[nH]c2ccccc12)c1ccc(Cl)cc1,-17.1%,-5.4%,?,-2.5%,-4.2%,-5.9%,nt,-3.5,-0.5%,?
COc1ccc(-c2c([C@H]3[C@H]4C=CC[C@@H](C)[C@@H]4C(=O)N3Cc3ccccc3)ccc3ccccc23)cc1OC,-19.4%,-3.6%,-33.6%,-11.2%,-3.7%,-15.4%,15.1%,-2.1,-36.2%[inhibitor],nt
COc1ccc(C)cc1NC(=O)n1ncc2c(C)cccc21,3.1%,8.8%,15.9%,-10.6%,2.7%,-0.2%,-6.1%,6.0,1.7%,nt
